S2 tox – reduces viability in counter-screen for ATXN expression inhibitors | S2 cells (HEK-293 line with an ATXN2-luciferase reporter) viability, CellTiter-Fluor protease fluorescence, 24 h | Potency, µM (doses to about 56.7 µM), actives largely listed as cytotoxic | hit rate 0.49% among 400,000 | AID 651635; also: potency is read from the fitted curve at half-maximal effect; nearly all actives have a fitted effect of over 40% in size
IL-2 act – activates IL-2 in a cell-based reporter assay | hit rate 0.065% among 360,000 | activation, % (series mostly up to about 46 µM) | AID 652025 | IL-2 activation reporter assay, cell-based qHTS; stimulated with anti-CD3/CD4/CD28 beads; in transgenic mouse T cells; in the data active = activation above about 50%; inconclusive = mostly about 30% to 49%; also: 0% is about no effect
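First, unstimulated transgenic mouse T cells were exposed to compound for 60 min. Next, anti-CD3/anti-CD4-coated beads with anti-CD28 were added. Finally, after 18 h at 37 degrees C, EGFP and DsRed were imaged.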
EPAC2 agonist – activates human EPAC2 exchange factor; Q8WZA2; EPAC2 activation, biochemical qHTS; response scale: 100% = 6.5 mM cAMP response; Potency, µM (doses to about 154 µM), inactives show top-dose activation, hits mostly activators; hit rate 0.079% among 360,000; also: potency is read from the fitted curve at half-maximal effect; nearly all actives have a fitted effect of over 50% in size
Target sequence (Q8WZA2 whole entry, looked up): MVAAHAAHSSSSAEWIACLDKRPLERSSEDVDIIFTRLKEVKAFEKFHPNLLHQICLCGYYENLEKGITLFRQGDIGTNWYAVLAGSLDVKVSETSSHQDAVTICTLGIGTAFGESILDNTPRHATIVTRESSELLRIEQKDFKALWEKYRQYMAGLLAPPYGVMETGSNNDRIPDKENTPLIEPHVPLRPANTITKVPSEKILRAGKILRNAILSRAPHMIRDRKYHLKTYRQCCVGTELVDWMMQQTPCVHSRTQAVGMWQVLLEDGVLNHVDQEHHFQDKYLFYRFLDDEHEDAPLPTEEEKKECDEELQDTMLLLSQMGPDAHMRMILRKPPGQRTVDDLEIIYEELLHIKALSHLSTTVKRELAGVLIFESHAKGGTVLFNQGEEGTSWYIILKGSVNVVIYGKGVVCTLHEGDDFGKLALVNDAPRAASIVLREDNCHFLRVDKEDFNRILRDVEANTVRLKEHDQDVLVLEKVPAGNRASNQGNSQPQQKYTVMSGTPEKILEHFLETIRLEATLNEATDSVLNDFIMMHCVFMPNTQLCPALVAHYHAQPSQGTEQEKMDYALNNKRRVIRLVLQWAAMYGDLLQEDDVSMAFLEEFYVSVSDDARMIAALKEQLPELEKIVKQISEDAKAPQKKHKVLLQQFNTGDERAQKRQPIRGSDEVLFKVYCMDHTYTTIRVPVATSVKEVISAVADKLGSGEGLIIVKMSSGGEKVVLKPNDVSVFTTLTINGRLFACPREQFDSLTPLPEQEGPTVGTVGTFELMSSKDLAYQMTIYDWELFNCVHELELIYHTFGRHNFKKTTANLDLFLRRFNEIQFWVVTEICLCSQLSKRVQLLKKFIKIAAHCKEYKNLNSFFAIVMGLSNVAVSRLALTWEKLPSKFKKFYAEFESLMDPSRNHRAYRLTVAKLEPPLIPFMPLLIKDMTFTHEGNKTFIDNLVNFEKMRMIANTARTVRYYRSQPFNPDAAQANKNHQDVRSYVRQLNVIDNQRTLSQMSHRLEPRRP
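Nucleotide exchange monitored as fluorescence drop when BODIPY-GDP leaves Rap1B. Reaction: 100 nM EPAC2, 250 nM RAP1B-BODIPY-GDP, 50 uM GDP, room temperature, kinetic read over 30 min. Activity expressed relative to 6.5 mM cAMP.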
TGFb inhibitor – TGF-b pathway inhibition; AID 588855; hit rate 1.2% among 410,000; HepG2 CAGA-GFP TGF-b/SMAD3 reporter, GFP fluorescence, 18 h; TGF-beta stimulated, 500 pg/mL final; Potency, µM (top dose mostly 46.1 µM), for inactives: at the highest dose activity, negative = inhibition, usual class: inhibitors; also: potency is read from the fitted curve at half-maximal effect; % is scaled to controls: 0 for no effect and ±100 for the full control effect; nearly all actives have a fitted effect of over 65% in size
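Smad-responsive CAGA-GFP expression was quantified in HEPG2 cells exposed to compounds and 500 pg/mL final TGF-beta for 18 h at 37 degrees C; unstimulated wells defined full inhibition.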
HepG2 viability – counter-screen for TGF-b inhibitors: cytotoxicity in HepG2 cells | hit rate 0.76% among 410,000 | Potency, µM (highest dose often 46.1 µM), inactives show top-dose activity change, negative = cytotoxicity, usual class: cytotoxic | HepG2 CAGA-GFP viability, ATP luminescence, 18 h; also: potency is read from the fitted curve at half-maximal effect; some results filed as inactive show a strong effect at the top dose
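CellTiter-Glo luminescence gave cytotoxicity after 18 hours at 37 degrees C. The cells were HepG2 CAGA-GFP in 1% FBS DMEM, stimulated with 500 pg/mL TGF-beta after compound addition. %Activity was normalised to no-cell wells (complete cell-killing) and DMSO (no toxicity), and curves were fitted and classified.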
ATXN2 expr inh – inhibitors of ATXN2 expression. HEK-293 ATXN2-luciferase reporter, luminescence, 24 h. Potency, µM (series often up to 57 µM), without a hit: at the highest dose activity change, negative = inhibition, actives largely listed as inhibitors. hit rate 0.72% among 360,000; also: potency is read from the fitted curve at half-maximal effect; % is scaled to controls: 0 for no effect and ±100 for the full control effect; nearly all actives have a fitted effect of over 55% in size
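ATXN2-luciferase reporter cells (luciferase flanked by upstream and downstream ATXN2 gene portions) were treated 24 h at 37 °C with compounds at up to 57 uM. SteadyGlo luminescence gave expression; GF-AFC fluorescence gave viability.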
Nrf2 activator – activators of Nrf2 (ARE) signaling; AREc32 ARE-luciferase reporter (MCF7-derived line), luminescence, 24 h; Potency, µM (doses to about 46.1 µM), inactives show at the highest dose activation, usual class: activators; hit rate 0.31% among 410,000; AID 624171; also: potency is read from the fitted curve at half-maximal effect; % of control where 0% means no effect; nearly all actives have a fitted effect of over 65% in size
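AREc32 cells carrying an ARE-driven firefly luciferase reporter were seeded at 1000 cells/well in OPTI-MEM with 5% FBS, then exposed to compound for 24 hr at 37 deg C. Luminescence was read with Steady-Glo after 30 min at RT.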
Nrf2 inh – Nrf2 pathway inhibition; A549 ARE-Fluc reporter, luciferase luminescence, 18-24 h; Potency, µM (series often up to 46 µM), for inactives: top-dose activity change, negative = inhibition, hits mostly inhibitors; hit rate 2.1% among 360,000; also: potency is read from the fitted curve at half-maximal effect; % is scaled to controls: 0 for no effect and ±100 for the full control effect; nearly all actives have a fitted effect of over 60% in size
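Cells were seeded and rested 2 h, then exposed to compounds for 18-24 h. CellTiter-Fluor was read first as a viability measure. BugLite was added 15 min before the final luminescent read of ARE-luciferase activity in A549 cells.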
A549 viability – counter-screen for Nrf2 inhibitors: cytotoxicity in A549 cells; A549 ARE-Fluc cells, CellTiter-Fluor viability, 18-24 h; Potency, µM (top dose mostly 46 µM), for inactives: top-dose activity change, negative = cytotoxicity, most hits filed as inhibitors; hit rate 0.16% among 390,000; also: potency is read from the fitted curve at half-maximal effect; % is scaled to controls: 0 for no effect and ±100 for the full control effect
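Cytotoxicity counterscreen: CellTiter-Fluor fluorescence was measured in A549 ARE_Fluc cells after 18-24 h of compound exposure in a concentration series. The subsequent BugLite luminescent read reports ARE-luciferase activity.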
Active calls of the source: *; i = inactive; ? = inconclusive; nt = no result given; [ ] = another dose, or the depositor's remark. Unless noted, calls follow the shape of the dose curve; as a rule, active = well fitted curve in the direction sought with a large enough effect; inconclusive = small, poorly fitted or top-dose-only effect, or another doubt; inactive = no such curve, though single readings can be large; an effect the other way counts as inactive or inconclusive.

SMILES	S2 tox	IL-2 act	EPAC2 agonist	TGFb inhibitor	HepG2 viability	ATXN2 expr inh	Nrf2 activator	Nrf2 inh	A549 viability
Cc1ccccc1OCC(=O)Nc1nnc(S(=O)(=O)N2CCCCCC2)s1	i	nt	nt	-23.6%	-2.8%	9.0%	-0.7%	0.0%	2.9%
CCC(=O)Nc1ccc(CC)cc1-c1nc2ccccc2n(CC(=O)Nc2cccc(Cl)c2)c1=O	nt	nt	nt	-17.0%	-25.3%	nt	-0.2%	14.7%	5.8%
N/C(Cc1ccc([N+](=O)[O-])cc1)=N\OC(=O)c1ccccc1Br	i	0.4	9.8%	0.0%	9.2%	-1.5%	?	-16.0%	-5.6%
COc1ccccc1-c1nnc(SCC(=O)NCc2c(C)c(Cl)cc(C(C)C)c2O)o1	?	-1.4	18.6%	17.8µM*	-101.5%	?	0.3%	0.4%	0.3%
CC(=O)Nc1ccc(C=NNC(=O)CCCC(=O)NN=Cc2ccc(NC(C)=O)cc2)cc1	i	-0.7	3.4%	-7.2%	-34.5%	1.3%	0.2%	-8.9%	3.3%
COc1cc2c(cc1OC)C(C(=O)N1CCN(c3ccccn3)CC1)C(c1cccs1)N(C)C2=O (stereo not given)	i	0.8	0.2%	-7.5%	-3.9%	3.4%	3.6%	6.6%	12.4%
COc1ccc(-c2nnc(SCC(=O)N(C)C3CCS(=O)(=O)C3)n2CC(C)C)cc1 (stereo not given)	i	-3.2	2.0%	-25.7%	-15.2%	nt	0.3%	nt	nt
CCOC(=O)CCCCC(=O)c1[nH]c(=O)[nH]c1CSc1nc(C)cc(C)n1	i	0.2	-0.8%	-4.9%	-37.4%	-9.9%	3.1%	nt	2.2%
COc1ccc2[nH]c(C)c(CCNC(=S)Nc3ccccc3OC)c2c1	i	-0.6	11.6%	-31.1%	-17.0%	nt	0.7%	10.5%	20.0%
CCC(C)NC(=O)Nc1ccc2c(c1)N(C)C(=O)c1ccccc1S2 (stereo not given)	i	1.4	14.1%	25.1%	-32.5%	-8.0%	-0.2%	?	-23.5%
CNC(=S)N=Nc1c(O)[nH]c2ccccc12	i	-3.6	4.6%	0.0%	-18.7%	0.9%	12.6%	-12.2%	-8.7%
CCOC(=O)c1nn(-c2ccc(Cl)cc2)c2nnc(Cc3ccc(C)cc3)c(=O)n12	?	1.6	-6.9%	1.6%	10.3%	1.2%	0.4%	?	-15.2%
Cc1ccccc1NC(=O)C1C2CCCCC21 (stereo not given)	i	1.2	13.8%	2.9%	1.6%	nt	-0.7%	3.0%	-5.1%
CN(C)Cc1c(O)ccc2c3c(c(=O)oc12)CCCCC3	nt	0.3	1.1%	-1.2%	5.0%	6.0%	0.6%	-2.9%	?
O=C(Cn1c(SCc2cccc(F)c2)nc2cccnc21)Nc1ccc(F)c(Cl)c1	nt	nt	nt	?	-33.4%	nt	5.4%	?	-12.7%
Cn1cnnc1SCC(=O)Nc1ccc(F)cc1	i	-2.5	6.1%	-19.4%	-11.1%	5.3%	-0.4%	-5.7%	4.1%
CCN(CC(=O)Nc1ccc(OC)cc1)C(=O)c1ccc2c(=O)n3c(nc2c1)CCC3	i	2.0	1.1%	-13.7%	-15.9%	-11.0%	6.7%	-8.3%	-1.3%
CCC(C)[C@H](NC(=O)[C@@H]1CSC2c3ccccc3C(=O)N21)C(=O)NC1CCCC1 (stereo not given in full)	i	-2.3	0.3%	6.6%	2.6%	-4.6%	0.0%	-8.3%	-4.3%
COc1ccc(CCN=C(N)NS(=O)(=O)c2ccc(C)cc2)cc1OC	i	-3.9	24.8%	13.0%	-22.6%	nt	2.3%	-9.6%	10.7%
CCCn1c(CN2CCCCC2C)nc2c1c(=O)n(C)c(=O)n2C (stereo not given)	i	-3.7	-0.7%	-3.8%	-12.1%	0.4%	0.1%	-6.0%	0.3%
CC1CCN(Cc2nnc(-c3cccc(Br)c3)o2)CC1	i	0.2	-1.7%	-9.9%	1.0%	48.5%[activator]	7.7%	?	6.7%
O=C(Nc1ccccc1Cl)c1ccn[nH]1	i	-0.2	5.6%	19.7%	7.3%	37.1%	6.0%	26.4%	3.4%
CCN(CC(=O)NCc1ccc(Cl)cc1)C(=O)c1ccc(C#N)cc1	i	-0.8	6.6%	-1.1%	-1.1%	-28.0%	-0.4%	0.6%	-2.5%
O=C(COc1cccc(F)c1)N[C@@H](Cc1ccccc1)c1nc2ccccc2[nH]1	i	-3.2	-0.1%	?	-28.1%	nt	0.1%	?	6.1%
COc1ccc(OCCN2CCN(S(=O)(=O)c3ccccc3C(F)(F)F)CC2)cc1	i	-0.3	6.4%	?	-25.8%	0.0%	0.0%	?	-5.7%
COc1ccccc1NC(=O)COC(=O)c1ccccn1	i	-1.3	1.0%	-1.9%	-8.4%	-10.9%	0.2%	-0.5%	0.7%
O=S(=O)(NCc1csc(-c2cccs2)n1)c1ccc(Cl)cc1	nt	0.0	15.9%	?	-24.4%	-11.4%	26.8%	?	0.9%
CC(NC(=O)c1cccs1)C(S)c1ccccc1 (stereo not given)	i	-3.3	-0.4%	0.7%	-10.1%	-12.7%	0.3%	4.8%	0.2%
CCCCc1nc(NCCNC(=O)c2ccccc2)c(C#N)c2c1CSC(C)(C)C2	?	0.2	2.2%	?	-2.9%	-6.1%	0.4%	nt	?
COc1ccccc1Cn1[nH]nnc1=S	i	-2.6	-4.7%	-3.6%	-29.0%	-1.5%	0.3%	-9.1%	-3.0%
CCOc1ccccc1NC(=O)NC1(C(=O)N2CCOCC2)CCCCC1	i	-2.4	2.4%	-0.1%	-7.9%	6.7%	-0.4%	11.4%	-0.4%
CCC(CC)C(=O)N1CCN(Cc2ccc3c(c2)OCO3)CC1	i	-1.8	0.6%	-15.7%	-0.9%	0.0%	-0.8%	-14.8%	-10.8%
Nc1nnc(N2CCCCC2)s1	i	-3.0	4.3%	20.3%	3.1%	4.7%	-1.5%	nt	1.8%
O=C(N/N=C/c1cccc([N+](=O)[O-])c1)C1CC(=O)N(c2ccc(Br)cc2)C1 (stereo not given)	?	-1.8	10.1%	-6.4%	2.1%	-6.3%	3.5%	-8.3%	-13.9%
C(=N\N1CCN(C2c3ccccc3-c3ccccc32)CC1)/c1cccs1	i	-2.9	4.4%	-7.0%	2.5%	-3.2%	-0.1%	nt	20.3%
COc1cc(OC)c2c(-c3ccccc3)cc(C3CCCCC3)nc2c1	i	1.0	7.7%	?	-29.9%	5.3%	12.8%	20.3%	5.0%
Cc1ccc(SCC(=O)NC(C)(C)C)cc1	i	-3.2	10.4%	17.5%	17.8%	28.9%	0.6%	23.2%	8.4%
Cc1nn(Cc2ccccc2)c(C)c1N	i	0.8	0.4%	12.1%	-38.1%	-4.9%	-0.8%	-6.8%	-6.5%
COc1ccc(/C=C/C(=O)N(Cc2ccccc2)c2ccccn2)cc1OC	i	-2.6	-2.6%	10.5%	11.8%	nt	0.3%	-8.2%	0.0%
O=C(CS(=O)(=O)c1c[nH]c2ccccc12)Nc1ccc(F)cc1	i	1.2	8.4%	-0.9%	0.8%	-7.1%	-0.1%	-6.1%	-1.9%

The closing 5 entries of the part before are carried over, then new ones follow.
SMILES	S2 tox	IL-2 act	EPAC2 agonist	TGFb inhibitor	HepG2 viability	ATXN2 expr inh	Nrf2 activator	Nrf2 inh	A549 viability
COc1cc(OC)c2c(-c3ccccc3)cc(C3CCCCC3)nc2c1	i	1.0	7.7%	?	-29.9%	5.3%	12.8%	20.3%	5.0%
Cc1ccc(SCC(=O)NC(C)(C)C)cc1	i	-3.2	10.4%	17.5%	17.8%	28.9%	0.6%	23.2%	8.4%
Cc1nn(Cc2ccccc2)c(C)c1N	i	0.8	0.4%	12.1%	-38.1%	-4.9%	-0.8%	-6.8%	-6.5%
COc1ccc(/C=C/C(=O)N(Cc2ccccc2)c2ccccn2)cc1OC	i	-2.6	-2.6%	10.5%	11.8%	nt	0.3%	-8.2%	0.0%
O=C(CS(=O)(=O)c1c[nH]c2ccccc12)Nc1ccc(F)cc1	i	1.2	8.4%	-0.9%	0.8%	-7.1%	-0.1%	-6.1%	-1.9%
CC(=O)Nc1ccc(C(=O)NNC(=O)c2cccs2)cc1	i	-2.5	12.7%	-4.4%	-0.8%	6.3%	0.3%	6.6%	-14.1%
CC(C)c1nc2ccc(NC(=O)C34CC5CC(CC(C5)C3)C4)cc2[nH]1	i	0.3	8.5%	-1.0%	7.9%	44.7%[activator]	0.0%	11.5%	1.3%
CCOc1ccc(C(=O)NC(=S)Nc2ccc(N3CCC(C)CC3)cc2)cc1[N+](=O)[O-]	i	0.2	6.9%	13.8%	-14.5%	-7.6%	0.1%	-14.5%	-3.9%
COC(=O)c1cc(NC(=O)c2nn(C)c3c2COc2ccccc2-3)cc(C(=O)OC)c1	nt	nt	nt	-1.2%	0.9%	nt	-1.1%	-2.9%	-6.6%
COc1cc2c(cc1OC)CN(C(=O)c1sccc1C)CC2	i	1.6	5.5%	5.1%	11.4%	-5.6%	0.5%	1.6%	-0.1%
CCc1ccc(-c2nc3cc(NC(=O)c4cc5ccccc5cc4OC)ccc3o2)cc1	i	nt	nt	4.1%	-32.4%	6.9%	-2.8%	?	-2.4%

Single records (already shown). Screens in order: S2 tox	IL-2 act	EPAC2 agonist	TGFb inhibitor	HepG2 viability	ATXN2 expr inh	Nrf2 activator	Nrf2 inh	A549 viability
CCc1ccc(-c2nc3cc(NC(=O)c4cc5ccccc5cc4OC)ccc3o2)cc1 is listed as i	nt	nt	4.1%	-32.4%	6.9%	-2.8%	?	-2.4%
CC(=O)Nc1ccc(C(=O)NNC(=O)c2cccs2)cc1 is listed as i	-2.5	12.7%	-4.4%	-0.8%	6.3%	0.3%	6.6%	-14.1%

Screening results: PubChem, National Center for Advancing Translational Sciences (NCATS)
